XIAP antagonists: small molecules displacing peptide from XIAP – biochemical, IAP family, fluorescence polarization (AID 1018); one-dose displacement, % at 20 µM; IC50 in µM for titrated hits; XIAP BIR domain, fluorescence polarization peptide displacement; higher % means a stronger effect; 200,000 tested, 0.007% active; in the data active means displacement above about 50%; further: a part of the inactive calls stands beside numbers as strong as those of hits
human PMI inhibitors: MPI inhibition at elevated mannose 6-phosphate – biochemical, fluorescence intensity, high mannose 6-phosphate, primary screen (AID 1220). recombinant PMI enzyme, coupled fluorescence intensity; higher % means a stronger effect. inhibition, % at 20 µM; hits with a dose series show IC50 in µM. 190,000 tested, 0.66% active
P. falciparum M1AAP: P. falciparum M1AAP inhibitors, biochemical, fluorogenic H-Leu-NHMec substrate, 1536-well (AID 1445); recombinant M1AAP, H-Leu-NHMec fluorogenic kinetic assay; higher % means a stronger effect; inhibition, % at 30 µM; hits with a dose series show IC50 in µM; 220,000 tested, 0.42% active;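 active means primary inhibition above the hit cutoff, then over 50% inhibition at one or more dose response concentrations, cut at about 23% in these data, passing the limit was not always enough; inconclusive means conflicting primary data, or primary hits not chosen for dose response; inactive means low primary inhibition, or under 50% at every dose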;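 further: plate controls were DMSO full reaction for no effect and no enzyme background for full effect; strong numbers were not always called active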
P. falciparum M17LAP: P. falciparum M17LAP inhibitors, primary screen, biochemical, fluorogenic H-Leu-NHMec substrate, 1536-well (AID 1619); recombinant M17LAP, H-Leu-NHMec fluorogenic kinetic assay; higher % means a stronger effect; one-dose inhibition, % at 30 µM; IC50 in µM for titrated hits; 220,000 tested, 0.38% active;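 active means compound inhibiting the enzyme by more than half at any dose during confirmatory dose-response retesting; inconclusive means strong single-dose inhibitors picked by rank but not retested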;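 further: plate controls were full reaction with DMSO carrier for no effect and no enzyme background for full effect; strong numbers were not always called active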
UTI89 phage lysis: protection from phage-mediated lysis, alamar blue read-out – E. coli UTI89, K1F phage, bacterial capsule biogenesis inhibitors (AID 488966). E. coli UTI89 K1F phage lysis, alamar blue, 2 h; higher % means a stronger effect. one-dose inhibition, % at 100 µM; IC50 in µM for titrated hits. 340,000 tested, 0.02% active;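 active means phage lysis inhibition, versus mean bacterial control, above a set limit; inconclusive means no clear call, values can overlap the other calls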;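 further: capsule biogenesis inhibitors block K1F phage lysis so surviving cells raise fluorescence; higher fluorescence means more inhibition of phage lysis; actives were called in the ten point dose series up to 300 µM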
human PMI inhibition: MPI enzyme activity inhibition – biochemical, fluorescence intensity, coupled assay, primary screen (AID 1209) | purified PMI enzyme, coupled fluorescence intensity; higher % means a stronger effect | one-dose inhibition, % at 20 µM; IC50 in µM for titrated hits | 190,000 tested, 0.42% active;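 further: plate controls were DMSO vehicle for no effect and wells lacking substrate for full effect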
Siah-1 displacement: blockers of Siah-1 interaction with plectin peptide – biochemical, fluorescence polarization, rhodamine-plectin, uHTS, primary screen (AID 1817); Siah-1 / rhodamine-plectin peptide fluorescence polarization; higher % means a stronger effect; displacement, % at 20 µM, or IC50 in µM where a hit was titrated; 290,000 tested, 0.02% active;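 active means displacement of at least 50% at 20 µM, with a fluorescence ratio check between 0.3 and a set limit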;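 further: plate controls were Siah plus tracer with DMSO for no effect and tracer alone without Siah for full effect; strong numbers were not always called active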
TNAP activation fold: human TNAP enzyme activators, primary screen, biochemical, luminescent, no phosphate acceptor, uHTS (AID 1001). activation fold at 20 µM; hits with a dose series show EC50 in µM. 200,000 tested, 0.03% active. purified TNAP, luminescent activation assay, no phosphate acceptor; higher activation fold means a stronger effect; in the data active means activation fold from about 3, or a potency from the dose series; inactive means the rest, 99 in 100 with activation fold below about 1.6; further: many of its hits are not listed in these tables
Hep lipid drop: modulators of hepatic lipid droplet formation. AML12 mouse hepatocytes, oleate lipid droplets, BODIPY imaging. AID 1656. inhibition, % at 6.5 µM. 240,000 tested, 0.4% active;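 active means lipid droplet intensity inhibited by at least 50%, with more than 500 cells counted; inconclusive means wells with under 300 cells, treated as cytotoxic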
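Assay system: AML12 mouse liver cells | Compound: 6.5 µM single-point dosing | Schedule: Overnight exposure | Technique: Fluorescence imaging, 20x objective, two fields per well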
Hep lipid drop cells 6.5 µM: second read-out of Hep lipid drop, no call of its own (marks repeat the call); cell count; measured here: cell count, cytotoxicity flag;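 cells counted across two imaged fields per well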
The depositor's hits bear a star; ? = inconclusive; nt = not tested or not shown; [ ] = another dose, or the depositor's remark. Unless noted, no stated cut-off is given here; in the data, active means inhibition above about 50%; inactive means the rest.

entry	SMILES	XIAP antagonists	human PMI inhibitors	P. falciparum M1AAP	P. falciparum M17LAP	UTI89 phage lysis	human PMI inhibition	Siah-1 displacement	TNAP activation fold	Hep lipid drop	Hep lipid drop cells 6.5 µM
1	Cc1c(C(N)=O)c(-c2ccccc2)nn1-c1ccccc1	0.9%	-10%	-8%	-11%	7.5%	-2%	7%	1.1	-12	724
2	c1ccc(-c2nnc(SCc3nc4ccccc4[nH]3)o2)cc1	-6.7%	7%	-4%	-14%	0.0%	17%	0%	1.1	1	713
3	CCNc1cc(Nc2c(C)n(C)n(-c3ccccc3)c2=O)c([N+](=O)[O-])c2nonc12	nt	nt	7%	4%	-0.4%	nt	7%	nt	21	647
4	Cc1nn(-c2ccccc2)c(C)c1-c1nnc(-c2c(C)nn(-c3ccccc3)c2C)o1	nt	nt	1%	3%	-2.3%	nt	7%	nt	0	647
5	CCOC(=O)C1CCCN(C(=O)c2cnn3c(C(F)F)cc(-c4ccc(C)cc4)nc23)C1 (stereo not given)	-2.2%	-4%	23%	-2%	2.4%[50 µM]	0%	-2%	1.1	-4	772
6	CC1=C(C(=O)Nc2ccccn2)C(c2ccc(Br)cc2)n2ncnc2N1 (stereo not given)	-9.1%	6%	6%	12%	0.2%	9%	3%	1	nt	nt
7	Cc1c(Cl)cccc1NC(=O)CNc1cccc(C(F)(F)F)c1	-1.5%	4%	4%	9%	-1.6%	9%	0%	1.1	-4	651
8	N#C/C(=C/c1ccc2c(c1)OCO2)C(=O)Nc1ccc(O)cc1	-4.5%	1%	5%	12%	0.2%	-5%	-3%	1	-9	677
9	CCOc1cc(C#N)c(NC(=O)c2ccnn2C)cc1OCC	-5.0%	-3%	5%	-2%	1.9%	1%	4%	0.9	-10	681
10	COC(CC(=O)NNC(=S)Nc1ccc(Cl)cc1)OC	-4.0%	-8%	0%	-8%	0.3%	-9%	-1%	2.1	13	669
11	COC(=O)C1(C(=O)OC)NOC2C(=O)N(N(C)c3ncc(C(F)(F)F)cc3Cl)C(=O)C21 (stereo not given)	-6.7%	-3%	4%	12%	0.5%	-3%	25%	1.1	-5	694
12	O=C(c1ccc(N2CCN(CCO)CC2)nc1)N1CCOCC1	-8.1%	-4%	6%	-11%	0.3%	-9%	15%	1.1	2	756
13	CCCCN(CCCC)C(=O)c1cc(Cl)ccc1[N+](=O)[O-]	-2.8%	10%	6%	-1%	0.5%	4%	5%	1.1	1	701
14	NC(=O)CN1C(=O)C(O)(CC(=O)/C=C\c2ccc3c(c2)OCO3)c2ccccc21 (stereo not given)	-2.9%	-8%	11%	9%	-0.1%	-11%	-7%	1	-10	602
15	O=C(Nc1ccc(Oc2cccc(C(F)(F)F)c2)nc1)c1ccccc1	nt	nt	2%	2%	0.6%	nt	-4%	nt	-5	681
16	COC(=O)C1=C(C)N(Cc2ccccc2)C(=O)/C1=C\c1ccco1	nt	nt	7%	23%	-0.2%	nt	2%	nt	1	724
17	C/C(CC(=O)Nc1ccccc1Br)=N\NC(=O)C(=O)N1CCCC1	1.1%	14%	10%	20%	0.4%	19%	-2%	0.3	0	525
18	O=C(Nc1nc2c(s1)CCc1ccccc1-2)c1ccco1	-4.7%	18%	6%	-2%	0.4%	23%	2%	1.1	-15	677
19	CCC(C(=O)OCCN(CC)CC)c1ccccc1 (stereo not given)	-7.5%	11%	0%	1%	8.1%	-5%	-2%	1.1	-5	706
20	CS(=O)(=O)N(CC(=O)NCc1ccc2c(c1)OCO2)c1ccccc1	-0.5%	8%	1%	-7%	0.1%	6%	4%	1.1	7	575
21	OC(COCC1COc2ccccc2O1)CN1CCCCC1 (stereo not given)	-3.3%	-2%	-4%	-6%	-0.1%	-2%	1%	1.1	12	670
22	Cc1cccc(CN2CCN(CC(=O)O)C2=O)c1	-0.5%	-9%	0%	-11%	4.0%	-10%	3%	1	-26	632
23	S=c1[nH]nc(-c2ccncc2)n1/N=C/C=C/c1ccccc1	nt	nt	4%	5%	-1.4%	nt	4%	nt	-14	673
24	CCN(CC)S(=O)(=O)c1cccc(-c2nnc(SCCOc3ccccc3C)o2)c1	-0.1%	12%	7%	2%	-0.1%	20%	-5%	1.1	-15	674
25	COc1ccc(/C(N)=N/OC(=O)c2ccco2)cc1	-4.1%	3%	2%	-1%	-0.1%	1%	-3%	1	3	671
26	Cc1cccc2cc(CN(CC3CCCO3)C(=O)c3cnccn3)c(=O)[nH]c12 (stereo not given)	-3.5%	12%	3%	6%	-0.5%	13%	0%	1.1	-14	624
27	O=C(CC1(O)C(=O)N(CCc2ccccc2)c2ccccc21)c1ccco1 (stereo not given)	-4.3%	-3%	-1%	12%	-0.2%	-8%	1%	0.8	nt	nt
28	COC(=O)c1c(-n2cnnn2)sc(C)c1C	-6.7%	0%	3%	-15%	4.5%	0%	0%	1.1	nt	nt
29	O=Cc1cc([N+](=O)[O-])ccc1N1CCOCC1	-3.4%	4%	5%	14%	1.4%	-1%	-2%	1.1	8	685
30	O=C(OCc1cccc(F)c1)c1ccc2c(=O)n3c(nc2c1)CCC3	nt	nt	5%	3%	0.2%	nt	-2%	nt	-5	718
31	O=C(CCCNS(=O)(=O)c1cccs1)N1CCc2ccccc2C1	-24%	4%	0%	-15%	3.2%	7%	3%	1.1	0	762
32	O=C(NNC(=O)c1ccccc1-c1ccccc1C(=O)O)c1cccc([N+](=O)[O-])c1	-3.1%	-3%	0%	12%	0.9%[50 µM]	-3%	-10%	1.1	-6	661
33	CCSc1nnc(-c2cccs2)o1	-8.0%	3%	1%	-4%	0.1%	9%	0%	1.1	-2	656
34	COc1ccc(C2(CNC(=O)c3ccc(Br)o3)CCOCC2)cc1	3.6%	8%	-6%	-1%	4.8%	9%	0%	1.1	0	716
35	Cc1cc(NC(=O)c2ccccc2F)on1	-5.0%	4%	-2%	10%	0.3%	2%	1%	1	17	743
36	C#CCOCCOCCOCCNc1nc(N2CCN(C(=O)[C@H](Cc3cc4ccccc4[nH]3)n3cc([C@@H](N)C(C)CC)nn3)CC2)nc(N2CCN(C(=O)[C@H](Cc3cc4ccccc4[nH]3)n3cc([C@@H](N)CC(C)C)nn3)CC2)n1 (stereo not given in full)	-3.4%	-11%	55µM*	0%	nt	-16%	-1%	nt	14	756
37	CC(=O)c1c(NCc2ccccc2)nc(=O)n(-c2ccccc2)c1C	-18%	34%	9%	10%	0.0%	-3%	2%	1.1	nt	nt
38	CN(C(=O)COC(=O)c1ccc2c(c1)OCCO2)c1ccccc1	-4.6%	0%	-5%	-1%	0.3%	5%	2%	1.1	2	646
39	Cc1ccc(Cn2c(SCC(=O)N/N=C/c3ccccc3OCC(=O)O)nc3ccccc32)cc1	nt	nt	?	30%	1.3%	nt	-7%	nt	17	629
40	Cc1cccc(N2CCN(C(=O)CSc3ccsc3[N+](=O)[O-])CC2C)c1 (stereo not given)	-6.3%	3%	6%	-8%	2.6%[50 µM]	10%	-2%	1	-5	685

Grouped by structure, the entries above containing a Cl atom
entry	SMILES	XIAP antagonists	human PMI inhibitors	P. falciparum M1AAP	P. falciparum M17LAP	UTI89 phage lysis	human PMI inhibition	Siah-1 displacement	TNAP activation fold	Hep lipid drop	Hep lipid drop cells 6.5 µM
7	Cc1c(Cl)cccc1NC(=O)CNc1cccc(C(F)(F)F)c1	-1.5%	4%	4%	9%	-1.6%	9%	0%	1.1	-4	651
10	COC(CC(=O)NNC(=S)Nc1ccc(Cl)cc1)OC	-4.0%	-8%	0%	-8%	0.3%	-9%	-1%	2.1	13	669
11	COC(=O)C1(C(=O)OC)NOC2C(=O)N(N(C)c3ncc(C(F)(F)F)cc3Cl)C(=O)C21 (stereo not given)	-6.7%	-3%	4%	12%	0.5%	-3%	25%	1.1	-5	694
13	CCCCN(CCCC)C(=O)c1cc(Cl)ccc1[N+](=O)[O-]	-2.8%	10%	6%	-1%	0.5%	4%	5%	1.1	1	701

Reprinted at random: three records from the list.
entry	SMILES	XIAP antagonists	human PMI inhibitors	P. falciparum M1AAP	P. falciparum M17LAP	UTI89 phage lysis	human PMI inhibition	Siah-1 displacement	TNAP activation fold	Hep lipid drop	Hep lipid drop cells 6.5 µM
25	COc1ccc(/C(N)=N/OC(=O)c2ccco2)cc1	-4.1%	3%	2%	-1%	-0.1%	1%	-3%	1	3	671
10	COC(CC(=O)NNC(=S)Nc1ccc(Cl)cc1)OC	-4.0%	-8%	0%	-8%	0.3%	-9%	-1%	2.1	13	669
3	CCNc1cc(Nc2c(C)n(C)n(-c3ccccc3)c2=O)c([N+](=O)[O-])c2nonc12	nt	nt	7%	4%	-0.4%	nt	7%	nt	21	647

Following part
entry	SMILES	XIAP antagonists	human PMI inhibitors	P. falciparum M1AAP	P. falciparum M17LAP	UTI89 phage lysis	human PMI inhibition	Siah-1 displacement	TNAP activation fold	Hep lipid drop	Hep lipid drop cells 6.5 µM
41	O=C(O)c1cccc2c1C(=O)c1cccc3snc-2c13	nt	nt	10%	9%	-0.1%	nt	-2%	nt	19	725
42	O=C1CCNc2cc3ccccc3cc21	8.7%	44%	8%	-75%	-0.1%	23µM*	48%	1.9	1	739
43	CC(C)C(NC(=O)COc1ccccc1)C(=O)O (stereo not given)	1.8%	0%	6%	6%	-0.7%	9%	-2%	1.1	12	729
44	COC(=O)Cn1nc(-c2ccc(C)c(S(=O)(=O)N(C)C)c2)c2ccccc2c1=O	1.5%	0%	4%	6%	0.3%	-2%	1%	1.2	nt	nt
45	c1ccc(N2CCN(c3ccccc3)C2c2cccnc2)cc1	-1.7%	10%	3%	-6%	0.0%	8%	1%	1.1	0	746
46	Cc1cc(C)n(-c2ccc(C)c(Cl)c2)n1	-2.5%	-9%	0%	-12%	1.8%	-10%	8%	1.1	31	667
47	O=C(CSc1ccc2c(c1)OCCO2)Nc1ncc(Cl)cc1Cl	-6.2%	4%	7%	34%	3.4%	-1%	-6%	1	1	724
48	Cc1ccc(C(=O)Nc2ccc3c(c2)nc2n3CCSC2)cc1	-1.2%	12%	11%	9%	0.0%	-1%	8%	0.7	nt	nt
49	NNC(=O)CN1C(c2ccccc2Br)=Nc2ccc(Br)cc2C1c1ccccc1 (stereo not given)	-7.0%	5%	5%	-1%	-2.6%[50 µM]	10%	-6%	1.1	-4	505
50	Clc1ccc2c(NCc3ccccn3)ncnc2c1	-5.2%	-8%	7%	-5%	0.8%	-1%	1%	1.2	-22	785
51	CC(C)C(NC(=O)OCc1ccccc1)C(=O)OCC(=O)NCc1ccco1 (stereo not given)	-14%	-7%	5%	28%	1.4%	-4%	6%	1	-16	653
